aSyn yeast inh: qHTS of alpha-syn Inhibitors. AID 652106, 2013. Yeast expressing alpha-synuclein, growth rescue, BacTiter-Glo, 24 h. actives 0.14% (n = 370,000). Potency, µM (titrated, usually from 46.1 µM), for the others: at the highest dose growth rescue (activation), usual class: activators; note: % of control where 0% means no effect; nearly all actives have a fitted effect of over 65% in size
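Screening used galactose-induced yeast with toxic alpha-synuclein levels, exposed to compound for 24 hr at 30 deg C. Cell growth, read with BacTiter-Glo luminescence, gave the measured signal.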
EPAC1 ag: qHTS for Agonist of cAMP-regulated guanine nucleotide exchange factor 3 (EPAC1): primary screen; Rap guanine nucleotide exchange factor 3 (Homo sapiens), O95398; EPAC1 agonist qHTS, biochemical assay; response scale: 100% = response to 6.5 mM cAMP; Potency, µM (doses to about 154 µM), without a hit: top-dose activation, actives largely listed as activators; actives 0.073% (n = 360,000); note: nearly all actives have a fitted effect of over 60% in size
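Normalized to 6.5 mM cAMP, activity reflects EPAC1-catalysed release of BODIPY-GDP from Rap1B, followed kinetically over 30 min at 480 nm excitation, 540 nm emission. Reaction contained 100 nM EPAC1, 250 nM Rap1B-BODIPY-GDP, 50 uM GDP.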
FUS yeast rescue: qHTS for Suppressors of FUS Proteinopathy: Primary screen using FUS-linked yeast assay; S. cerevisiae FUS-expressing, growth rescue, OD600, 24 h; Potency, µM (doses to about 76.6 µM), for the others: top-dose growth rescue (activation), usual class: activators; actives 0.24% (n = 390,000); AID 1347120, 2019;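 note: plate controls were DMSO vehicle for no effect and reference control for full effect; nearly all actives have a fitted effect of over 55% in size; some results filed as inactive show a strong effect at the top dose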
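Absorbance at 600 nm, taken 24hr after compound addition, measured rescue of FUS-yeast growth at 30C. Induction used 2% galactose with seeding at OD 0.005. Controls: CP55940 from 92uM final, DMSO only.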
PTHR1 ag: qHTS for PTHR1 Agonists: Primary Screen | Parathyroid hormone/parathyroid hormone-related peptide receptor (Homo sapiens), Q03431 | HEK293 GP2 PTHR1 cells, GloSensor cAMP luminescence, 1 h | Potency, µM (highest dose often 115 µM), for inactives: top-dose activation, most hits filed as activators | actives 0.075% (n = 410,000) | AID 743266, 2014; note: nearly all actives have a fitted effect of over 55% in size; some results filed as inactive show a strong effect at the top dose; inactives centre near -15; many of its hits are not listed in these tables
Target sequence (Q03431 whole entry, looked up): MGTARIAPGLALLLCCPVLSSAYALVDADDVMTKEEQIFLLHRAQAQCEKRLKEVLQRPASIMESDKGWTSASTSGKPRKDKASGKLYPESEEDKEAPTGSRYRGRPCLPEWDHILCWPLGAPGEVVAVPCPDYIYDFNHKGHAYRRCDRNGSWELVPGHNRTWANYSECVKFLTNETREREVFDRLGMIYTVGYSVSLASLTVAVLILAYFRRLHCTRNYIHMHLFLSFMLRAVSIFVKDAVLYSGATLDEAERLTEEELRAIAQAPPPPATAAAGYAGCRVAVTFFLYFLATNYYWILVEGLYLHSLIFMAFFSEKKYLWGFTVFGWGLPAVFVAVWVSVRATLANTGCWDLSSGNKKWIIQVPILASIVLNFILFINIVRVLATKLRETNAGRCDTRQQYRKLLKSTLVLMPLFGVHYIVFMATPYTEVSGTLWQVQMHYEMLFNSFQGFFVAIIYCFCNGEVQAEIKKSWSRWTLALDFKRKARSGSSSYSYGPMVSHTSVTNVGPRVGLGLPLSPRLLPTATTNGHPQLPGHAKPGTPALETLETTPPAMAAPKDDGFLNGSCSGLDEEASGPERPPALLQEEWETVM
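HEK-293-derived GP2 cells expressing PTHR1 and a GloSensor cAMP reporter, 3,000/well, plated overnight, given luciferin plus IBMX (each 0.5 mM as added) for 1 h at 37 °C, then compound for 1 h at 37 °C. Luminescence was read after 15 min at room temperature.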
EPAC1 antag: qHTS for Antagonist of cAMP-regulated guanine nucleotide exchange factor 3 (EPAC1): primary screen. EPAC1 GEF assay, Rap1b-BODIPY-GDP exchange fluorescence. Potency, µM (doses to about 115 µM), without a hit: at the highest dose activity change, negative = inhibition, most hits filed as inhibitors. actives 0.14% (n = 360,000). AID 720709, 2013;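 note: plate controls were vehicle for no effect and positive control for full effect; nearly all actives have a fitted effect of over 50% in size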
EPAC2 antag: qHTS for Antagonist of cAMP-regulated guanine nucleotide exchange factor 2 (EPAC2): primary screen. Rap guanine nucleotide exchange factor 4 (Homo sapiens), Q8WZA2. EPAC2 GEF exchange of Rap1B-BODIPY-GDP, fluorescence. Potency, µM (doses to about 114 µM), inactives show top-dose activity, negative = inhibition, hits mostly inhibitors. actives 0.18% (n = 360,000). AID 720708, 2013; note: % is set by controls: 0 for no effect and ±100 for the full control effect; nearly all actives have a fitted effect of over 45% in size; many of its hits are not listed in these tables
TDP-43 yeast inh: qHTS of TDP-43 Inhibitors; TDP-43 expressing yeast growth rescue, BacTiter-Glo, 24 h; Potency, µM (doses to about 46.1 µM), inactives show at the highest dose growth rescue (activation), actives largely listed as activators; actives 1.8% (n = 410,000); AID 652104, 2013; note: % of control where 0% means no effect; nearly all actives have a fitted effect of over 50% in size
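Luminescence from BacTiter-Glo reports growth of TDP-43-expressing yeast after 24 hr at 30 deg C with compound. Cells were raffinose-pregrown to mid-log, then seeded in galactose medium at OD600=0.02.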
EPAC2 agonist: qHTS for Agonist of cAMP-regulated guanine nucleotide exchange factor 4 (EPAC2): primary screen | Rap guanine nucleotide exchange factor 4 (Homo sapiens), Q8WZA2 | EPAC2 activation, biochemical qHTS; response scale: 100% = 6.5 mM cAMP response | Potency, µM (highest dose often 154 µM), for inactives: at the highest dose activation, most hits filed as activators | actives 0.079% (n = 360,000) | AID 720711, 2013; note: nearly all actives have a fitted effect of over 50% in size
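Each well held 100 nM EPAC2, 250 nM RAP1B-BODIPY-GDP and 50 uM GDP. Fluorescence, read at 5-min intervals to 30 min, was referenced to a 6.5 mM cAMP positive control.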
Starred values were filed as active, the others as inactive; i = inactive; ? = inconclusive; . = no result given; [ ] = dose if it differs, or a comment. Calls come from the whole dose curve; as a rule, active = well fitted curve in the direction sought with a large enough effect; inconclusive = small, poorly fitted or top-dose-only effect, or another doubt; inactive = no such curve, though single readings can be large; an effect the other way counts as inactive or inconclusive. Potency is the fitted concentration of half-maximal effect.

SMILES | aSyn yeast inh | EPAC1 ag | FUS yeast rescue | PTHR1 ag | EPAC1 antag | EPAC2 antag | TDP-43 yeast inh | EPAC2 agonist
CCCCn1c(SCC(=O)N2CCOCC2)nnc1-c1cccs1 | 1.1% | 9.4% | 15.4% | -14.5%[57.5 µM] | -7.6% | -7.5% | -9.4% | 0.4%
O=C(Cn1ccc(C(F)(F)F)n1)Nc1cccc(S(=O)(=O)N2CCCCC2)c1 | 4.3% | -4.7% | 10.6% | -34.4% | ? | -13.2% | 22.8% | 0.7%
COc1ccc(-c2ccc(=O)n(Cc3ccc([N+](=O)[O-])cc3)n2)cc1 | 11.6% | 8.5% | 4.3% | i | -9.5% | -2.1% | 14.9% | 9.5%
COc1ccc(C(C)(NC(C)=O)c2nc(-c3ccccc3OC)cs2)cc1 (configuration not stated) | 4.0% | -5.5% | 46.3% | -24.5% | -5.9% | -18.6% | ? | 11.4%
COc1ccc(CN2CCN(C(=O)c3cccs3)CC2)c(OC)c1OC | -5.3% | 6.1% | 26.9% | -9.1%[57.5 µM] | -28.7% | -4.8% | -2.9% | 12.8%
CN(CC(=O)NC1CCCc2ccccc21)S(=O)(=O)c1cccs1 (configuration not stated) | 7.0% | 6.9% | -5.7% | -20.1% | -20.2% | -12.5% | 11.0% | -3.5%
O=C(O)CCCC(=O)Nc1ccccc1C(=O)N1CCCC1 | 0.7% | 17.3% | -12.7% | i | -7.9% | -2.2% | 19.1% | 10.3%
CSc1ccc(/C=N/n2c(C)nc3ccccc3c2=O)cc1 | -0.9% | -1.8% | -23.2% | -23.5% | -8.3% | 3.1% | 16.7% | -0.6%
COc1ccc(C(CNC(=O)c2ccc(C)c(S(=O)(=O)Nc3ccccc3OC)c2)N2CCCC2)cc1 (configuration not stated) | -1.2% | -10.7% | 17.2% | -5.2% | 13.6% | -11.2% | -9.3% | -3.0%
CCc1cccc2c(=O)c(C(=O)NCCCOC)c[nH]c12 | -3.4% | -8.6% | 6.7% | -11.8% | 7.1% | 5.8% | -6.4% | 2.0%
CCc1cccc2c(C(=O)COC(=O)/C=C/c3ccc(O)c(OC)c3)c[nH]c12 | -0.6% | 5.5% | . | -13.2% | -13.8% | 11.9% | -0.7% | 19.7%
O=C(Nc1cccc(S(=O)(=O)N2CCOCC2)c1)c1cn(-c2ccccc2)nc1-c1ccccc1 | 1.4% | -0.9% | 5.3% | -23.0% | -19.0% | 4.2% | -17.0%[0.397 µM] | -0.4%
Cc1cc(C(=O)N2CC=C(c3ccccc3)CC2)c2ccccc2n1 | -2.9% | -2.6% | 20.8% | -41.9%[inhibitor] | 5.0% | 6.8% | -6.2% | 0.3%
O=C(CCSc1ccccc1)Nc1ccc(S(=O)(=O)Nc2ncccn2)cc1 | -1.6% | -4.9% | -5.5% | -9.8% | 3.3% | 2.0% | 14.6%[9.22 µM] | -9.2%
O=C(NN=C1CCCCCC1)NC1CCCCC1 | -10.2% | 2.5% | 24.2% | -11.4% | 9.0% | 10.4% | -3.7% | 10.5%
C(=N\N1CCN(Cc2cccc3ccccc23)CC1)/c1cccs1 | 0.6% | -8.4% | 6.8% | -2.6% | -14.7% | -7.8% | -3.6% | 18.5%
O=C(NCC1CCCO1)c1ccc(NC(=O)c2cccc([N+](=O)[O-])c2)cc1 (configuration not stated) | -8.3% | 4.1% | 16.8% | i | 3.0% | 4.1% | -11.8% | 5.6%
CCOc1cc(/C=N/NC(=O)CCn2nc(C)cc2C)ccc1O | -12.6% | 6.4% | -18.7% | -70.7%[inhibitor] | ? | -1.4% | -12.5% | 5.1%
O=C(COC(=O)c1c(F)cccc1F)NCc1ccc2c(c1)OCO2 | ? | 16.3% | -8.7% | -4.5% | 4.8% | 1.5% | ? | 4.6%
Nn1cnc2sc3c(c2c1=O)CCC3 | 2.2% | 1.8% | -21.3% | -17.6% | 0.4% | -1.3% | 12.8% | -2.3%
Cc1ccc(-c2noc(CCC(=O)NCCN3CCc4ccccc4C3)n2)cc1 | 7.6% | 5.5% | -21.2% | -17.4% | -6.4% | 7.7% | 2.1% | -5.7%
COCCCN(C)C1CCN(C(=O)Nc2ccc(F)cc2)CC1 | 16.4% | -10.5% | -12.6% | -0.1% | 10.8% | 5.8% | 21.2% | 7.6%
CN(c1ccc(OCC(=O)OCC(=O)Nc2cccc([N+](=O)[O-])c2)cc1)S(=O)(=O)c1ccc(F)cc1 | 8.5% | 9.6% | 24.0% | i | -27.3% | -3.8% | . | 9.3%
COc1ccc(F)cc1S(=O)(=O)N1CCC2(CC1)OCCN2S(=O)(=O)c1ccccc1 | 19.5% | 15.6% | 20.1% | -10.1% | -4.8% | -0.1% | -24.7% | 9.6%
Cc1ccnc(NC(=O)CCC(=O)N(CC(=O)NCc2ccc(F)cc2)c2ccc(F)cc2)c1 | -5.4% | -6.1% | -22.9% | i | 11.8% | -3.3% | 8.5% | -8.8%
O=C(O)c1cc2ccccc2[nH]1 | 9.9% | -17.0% | -21.7% | -1.8% | -4.0% | 7.7% | 22.7% | -2.7%
COc1ccc(CCNC(=O)Cn2nnc(-c3ccc(OC)c(OC)c3)n2)cc1OC | -0.5% | -0.9% | -0.4% | i | -1.3% | 1.6% | 10.0%[9.22 µM] | 1.5%
COCCNC(=O)[C@H]1N2C(=O)c3c(ccc(OC)c3OC)C2SC1(C)C (some centres not stated) | -0.7% | 3.0% | 16.9% | -20.9% | -10.3% | -2.2% | -16.7% | 2.5%
Cc1occc1C(=O)NNC(=O)c1ccc(F)cc1 | 0.8% | -0.8% | -36.8% | -22.5% | -4.2% | 5.2% | 24.8% | 4.4%
COc1cc(C(=O)NCC(=O)N/N=C/c2cccs2)cc(OC)c1OC | -5.8% | 2.2% | -13.4% | i | -5.7% | 7.7% | 6.8% | 5.9%

Looked up above:
In EPAC2 agonist, CN(CC(=O)NC1CCCc2ccccc21)S(=O)(=O)c1cccs1 (configuration not stated) reads -3.5%
In EPAC1 ag, COc1ccc(CCNC(=O)Cn2nnc(-c3ccc(OC)c(OC)c3)n2)cc1OC reads -0.9%
In EPAC1 antag, CCc1cccc2c(=O)c(C(=O)NCCCOC)c[nH]c12 reads 7.1%

The listing picks up with the three entries that preceded the break.
SMILES | aSyn yeast inh | EPAC1 ag | FUS yeast rescue | PTHR1 ag | EPAC1 antag | EPAC2 antag | TDP-43 yeast inh | EPAC2 agonist
COCCNC(=O)[C@H]1N2C(=O)c3c(ccc(OC)c3OC)C2SC1(C)C (some centres not stated) | -0.7% | 3.0% | 16.9% | -20.9% | -10.3% | -2.2% | -16.7% | 2.5%
Cc1occc1C(=O)NNC(=O)c1ccc(F)cc1 | 0.8% | -0.8% | -36.8% | -22.5% | -4.2% | 5.2% | 24.8% | 4.4%
COc1cc(C(=O)NCC(=O)N/N=C/c2cccs2)cc(OC)c1OC | -5.8% | 2.2% | -13.4% | i | -5.7% | 7.7% | 6.8% | 5.9%
COc1ccccc1NC(=O)Nn1cnnc1 | -4.7% | -3.1% | 14.9% | -3.3%[57.5 µM] | 6.4% | 0.1% | -0.5% | 7.2%
CC1CCCC(NC(=O)COC(=O)[C@@H](NC(=O)c2ccco2)C(C)C)C1C (some centres not stated) | 6.5% | -8.3% | 31.1% | -9.2% | 5.1% | 5.9% | -3.3%[9.22 µM] | 1.6%
CCOc1ccc(-c2nnn(CC(=O)Nc3ccccc3OC)n2)cc1OCC | 0.9% | -10.4% | -7.5% | i | 12.6% | 10.3% | -11.8% | -2.4%
CCN(CC(=O)Nc1ccccc1OC)C(=O)c1cc(S(=O)(=O)N2CCCCCC2)ccc1OC | 1.3% | -2.5% | 16.6% | i | 4.6% | -2.0% | 0.0% | -3.0%
O=C(Nc1nncs1)c1cccc(S(=O)(=O)N2CCc3ccccc32)c1 | 6.9% | 0.8% | 8.5% | -40.5%[inhibitor] | 9.0% | -12.1% | ? | 2.7%
O=C(NCC(c1ccccc1)N1CCCC1)C1CCN(C(=O)Nc2ccccc2)CC1 (configuration not stated) | 3.9% | 4.0% | 10.8% | i | 5.9% | 7.2% | -2.7% | -1.7%
O=c1oc2ccccc2c(N2CCOCC2)c1[N+](=O)[O-] | -6.3% | 1.1% | -9.0% | i | -12.0% | 3.3% | 3.4% | 5.7%
COc1cccc(CN2CCNC(=O)C2CC(=O)NC2CCCCCCC2)c1 (configuration not stated) | 1.2% | -15.6% | 2.0% | i | -5.4% | 2.2% | -13.3% | -4.8%
COC(=O)C(O)(CC(=O)Nc1cc(OC)c(OC)c(OC)c1)C(F)(F)F (configuration not stated) | 0.3% | 7.8% | -3.0% | i | 5.0% | -4.1% | 9.6% | 20.1%
COc1ccccc1Oc1c(C)oc2c(CN(C)C)c(O)ccc2c1=O | -2.2% | 3.6% | . | 9.5% | -12.0% | -8.3% | -12.6% | 8.4%
C/C=C/C=N/Nc1nc(-c2ccc([N+](=O)[O-])cc2)cs1 | -20.3% | 1.3% | 26.1% | -2.8% | 1.0% | 9.7% | -20.6% | 3.9%
CN(C)S(=O)(=O)c1cc(NC(=O)CNCc2ccc(F)cc2)ccc1Cl | -2.5% | 17.8% | -7.6% | -13.5% | 4.8% | 0.5% | 1.7% | 9.4%
CCOc1ccccc1C(=O)NCC(=O)NCC1CCCCC1 | -5.3% | 5.7% | 20.7% | i | -2.2% | 0.2% | -13.4% | 4.7%
CCOc1ccc(NC(=O)c2ccccc2SC)cc1 | 6.8% | -6.0% | 11.1% | -47.8%[inhibitor] | 7.0% | ? | ? | 0.1%
CCCCn1c(N)c(N(Cc2ccccc2OC)C(=O)CN2C(=O)NC3(CCCC3)C2=O)c(=O)[nH]c1=O | 2.0% | -0.5% | -9.7% | 14.6% | -9.5% | 6.2% | -1.3% | -11.8%

From PubChem

Only part of the results is shown; the hit share may differ from the screen's.
